# From PubChem
# TSHR antag = blocks TSH signaling through the human TSH receptor; 330,000 tested, 0.2% active; TSHR-expressing cells, TSH-stimulated cAMP HTRF, 2 h; stronger effect = lower value; activity change, negative = inhibition, % at 11.5 µM;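 active = activity change below a set negative limit, meaning inhibition stronger than a set level, cut at about -70% in these data; inconclusive = activity change between two set negative limits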; note: % is set by controls: 0 for no effect and ±100 for the full control effect
#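 Cell-based HTRF cAMP assay; TSHR cells + compound, TSH EC80 (4nM final), 2 h, 37 deg C. Lysis with anti-cAMP cryptate and cAMP-d2, 30 min RT, read 665/620 nm.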
# Menin-MLL TR inh = displaces Texas Red mutant MLL peptide from human menin; Menin + Texas Red MLL mutant peptide, fluorescence polarization; O00255; AID 1768; Potency, µM (doses to about 61.6 µM), for inactives: at the top dose FP activity change, negative = inhibition, most hits filed as inhibitors; 270,000 tested, 0.23% active; active = well fitted inhibition curve with a large enough effect in the polarisation, with a control signal flat, not every such curve was filed as active; inconclusive = small, poorly fitted or top-dose-only effect, or effect the other way, or a change in a side signal; inactive = no such curve, though single readings can be large or run the other way; the % refers to the polarisation; note: potency is the fitted concentration of half-maximal effect; % of control where 0% means no effect; many of its hits are not listed in these tables
# ASM inhibitor = blocks human secretory acid sphingomyelinase; Potency, µM (top dose mostly 57.5 µM), without a hit: at the highest dose activity change, negative = inhibition, most hits filed as inhibitors; 340,000 tested, 0.006% active; placental ASM, HMU-PC fluorogenic substrate, 60 min; AID 504937; P17405; note: potency is the fitted concentration of half-maximal effect
#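 Human placenta-derived ASM enzyme was preincubated with compound for 10 minutes at room temperature, then given fluorogenic substrate HMU-PC0 (9 uM final) for 60 minutes at 37 °C; a pH 10 stop preceded fluorescence reading at Ex 386/Em 447 nm.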
# GALK inhibitor = blocks human galactokinase activity; 270,000 tested, 0.007% active; P51570; AID 1868; Potency, µM (series often up to 57.5 µM), without a hit: at the top dose activity change, negative = inhibition, most hits filed as inhibitors; Purified GALK, Kinase-Glo residual ATP luminescence; note: potency is the fitted concentration of half-maximal effect; % is set by controls: 0 for no effect and ±100 for the full control effect
# Target sequence (P51570 whole entry, looked up): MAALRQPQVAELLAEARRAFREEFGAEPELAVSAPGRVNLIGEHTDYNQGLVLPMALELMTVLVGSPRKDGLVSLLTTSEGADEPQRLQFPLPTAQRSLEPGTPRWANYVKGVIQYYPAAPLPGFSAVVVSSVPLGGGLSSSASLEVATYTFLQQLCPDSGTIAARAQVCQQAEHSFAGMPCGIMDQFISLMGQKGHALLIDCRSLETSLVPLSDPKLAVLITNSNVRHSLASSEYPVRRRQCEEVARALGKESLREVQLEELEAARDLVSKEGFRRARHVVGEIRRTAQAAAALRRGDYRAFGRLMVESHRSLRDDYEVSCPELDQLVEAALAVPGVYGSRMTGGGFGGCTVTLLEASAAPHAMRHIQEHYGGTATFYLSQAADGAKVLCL
#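 The enzyme phosphorylates galactose (100 uM) using ATP (35 uM); inhibition is detected as higher residual ATP, quantified by bioluminescence after 1 h reaction at room temperature, pH 8.0.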
# PKM2 act = activators of human pyruvate kinase M2; 260,000 tested, 0.34% active; purified PKM2, Kinase-Glo ATP luminescence, activation; response scale: 0% is enzyme alone, no compound; Potency, µM (series often up to 57.5 µM), without a hit: at the top dose activation, most hits filed as activators; AID 1631; note: potency is the fitted concentration of half-maximal effect; % is set by controls: 0 for no effect and ±100 for the full control effect; nearly all actives have a fitted effect of over 55% in size
#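 Purified hPK-M2 (>95%) run at intermediate activity with 0.1 mM ADP and 0.5 mM PEP in 50 mM imidazole pH 7.2, KCl, MgCl2; 1 h room temperature. ATP formed read by Kinase-Glo luminescence; normalized to uninhibited and no-enzyme controls.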
# USP2a inh = blocks human ubiquitin-specific protease USP2a; O75604; USP2 core, Ub-CHOP2 coupled fluorogenic reporter, 485/531; Potency, µM (top dose mostly 38.3 µM), without a hit: at the highest dose activity change, negative = inhibition, actives largely listed as inhibitors; 330,000 tested, 0.01% active;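 note: potency is the fitted concentration of half-maximal effect; plate controls were DMSO wells for no effect and full inhibition by NEM control for full effect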
# Target sequence (O75604 whole entry, looked up): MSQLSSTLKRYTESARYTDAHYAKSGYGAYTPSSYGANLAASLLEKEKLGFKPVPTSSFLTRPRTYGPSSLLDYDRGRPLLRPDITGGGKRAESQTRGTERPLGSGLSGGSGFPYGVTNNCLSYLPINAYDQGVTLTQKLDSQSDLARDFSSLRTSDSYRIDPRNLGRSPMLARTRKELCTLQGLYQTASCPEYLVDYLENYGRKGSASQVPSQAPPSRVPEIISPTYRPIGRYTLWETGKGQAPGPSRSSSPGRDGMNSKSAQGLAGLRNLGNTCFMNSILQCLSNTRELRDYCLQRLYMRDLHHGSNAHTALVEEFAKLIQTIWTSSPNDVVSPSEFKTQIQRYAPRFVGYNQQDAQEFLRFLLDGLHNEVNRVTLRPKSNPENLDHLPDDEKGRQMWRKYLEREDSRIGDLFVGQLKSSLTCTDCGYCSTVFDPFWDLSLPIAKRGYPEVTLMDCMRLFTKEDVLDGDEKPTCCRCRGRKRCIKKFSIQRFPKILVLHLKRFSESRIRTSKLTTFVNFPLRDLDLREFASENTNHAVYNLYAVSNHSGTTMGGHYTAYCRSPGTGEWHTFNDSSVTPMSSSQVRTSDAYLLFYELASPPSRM
#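 USP2 core (10nM final) preincubated 30min RT with compound in 20mM Tris-HCl pH 8.0, 2mM CaCl2, 2mM beta-mercaptoethanol, 0.05% CHAPS; 25nM Ub-CHOP2 plus 25nM reporter substrate added, fluorescence (Ex485/Em531) read after 60min.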
# KCNH2 WT inh = inhibitors of human wildtype KCNH2 potassium channel; Q12809; U2OS, BacMam KCNH2, thallium flux FluxOr; stronger effect = lower value; activity change, % at 1.84 µM; 340,000 tested, 0.37% active;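 active = maximum activity change below -70%; inconclusive = maximum activity change between -70% and -50%; inactive = maximum activity change above -50%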; note: % is set by controls: 0 for no effect and ±100 for the full control effect
#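 U2OS cells were transduced with wild-type KCNH2 virus (2.03 x 10^8 / mL) for 4 h at room temperature, then cultured overnight at 37 C. Thallium flux was read with FluxOr dye. Rate constants were normalized to DMSO controls.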
# Eya2 inh = blocks the phosphatase activity of human Eya2; O00167; recombinant Eya2, OMFP fluorescence dephosphorylation (OMFP is methylfluorescein phosphate); Potency, µM (top dose mostly 76.9 µM), for the others: at the top dose activity, negative = inhibition, usual class: inhibitors; 330,000 tested, 0.006% active; AID 488837; note: potency is the fitted concentration of half-maximal effect; % is set by controls: 0 for no effect and ±100 for the full control effect
#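 Eya2 (0.2 uM) preincubated 10 min at ambient with compound, then OMFP substrate added at 50 uM; 10 min reaction in 50 mM HEPES pH 7.5, 50 mM NaCl, 5 uM MgCl2, 0.05% BSA, 1 mM DTT. Fluorescence read at Ex 485/Em 525 nm.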
# Chronic BCR inh = chronic active BCR signaling inhibition; ABC-DLBCL IkBa-CBG/CBR reporter, luminescence ratio, 4 h; 340,000 tested, 0.05% active; Potency, µM (doses to about 46.1 µM), for the others: at the highest dose ratio change, negative = lower green/red ratio, actives largely listed as inhibitors; active = well fitted inhibition curve with a large enough effect in the signal ratio, with a control signal flat, not every such curve was filed as active; inconclusive = small, poorly fitted or top-dose-only effect, or effect the other way, or a change in a side signal; the % refers to the signal ratio;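 note: potency is the fitted concentration of half-maximal effect; plate controls were basal doxycycline-induced cells for no effect and cells given 10 µM MG132 for full effect; MG132 reads +100%, hits lower the ratio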
#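 Concentration-response series (up to 46 uM) were applied to TMD8 dual-reporter cells for 4 h at 37C with doxycycline. Green/red ratio, after filter-overlap correction, defined %Activity; red signal alone was normalised to basal cells and zero luminescence.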
# MBNL1-CUG inh = MBNL1-poly(CUG) RNA binding inhibition | Q9NR56 | Potency, µM (series often up to 57.5 µM), inactives show at the top dose activity change, negative = inhibition, actives largely listed as inhibitors | 280,000 tested, 0.036% active | TR-FRET MBNL1-His/biotin-(CUG)12 binding, 665/545 ratio; active = well fitted inhibition curve with a large enough effect in the signal ratio, with a control signal flat, not every such curve was filed as active; inconclusive = small, poorly fitted or top-dose-only effect, or effect the other way, or a change in a side signal; inactive = no such curve, though single readings can be large or run the other way; the % refers to the signal ratio; note: potency is the fitted concentration of half-maximal effect; % is set by controls: 0 for no effect and ±100 for the full control effect
#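 Compounds (final 92 nM to 58 uM) are added to His-tagged MBNL1 and biotin-(CUG)12, then terbium anti-His antibody and streptavidin-XL665 (5 nM final). After 60 min at room temperature, the 665/545 nm ratio is read.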
# Mito fusion act = mitochondrial division inhibition or fusion activation | S. cerevisiae fusion-defective mutant growth rescue, CellTiterGlo 48 h | Potency, µM (top dose mostly 46.1 µM), without a hit: at the top dose growth rescue (activation), most hits filed as activators | 320,000 tested, 0.23% active;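 note: potency is the fitted concentration of half-maximal effect; % of control where 0% means no effect; nearly all actives have a fitted effect of over 45% in size; temperature-sensitive fusion mutants such as fzo1-1 at 37 °C on non-fermentable ethanol glycerol medium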
#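 S. cerevisiae fusion-defective temperature-sensitive mutants (e.g. fzo1-1, mgm1-5) grown 48 h at 37C in YPEG (ethanol/glycerol non-fermentable) medium with 23 nl compound per well; growth rescue read as CellTiterGlo luminescence.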
# The depositor's hits bear a star; i = inactive; ? = inconclusive; / = no result given; [ ] = dose if it differs, or a comment. Unless noted, calls come from the whole dose curve; as a rule, active = well fitted curve in the direction sought with a large enough effect; inconclusive = small, poorly fitted or top-dose-only effect, or another doubt; inactive = no such curve, though single readings can be large; an effect the other way counts as inactive or inconclusive. A portion of the library; count on the stated rates, not on these rows.
SMILES,TSHR antag,Menin-MLL TR inh,ASM inhibitor,GALK inhibitor,PKM2 act,USP2a inh,KCNH2 WT inh,Eya2 inh,Chronic BCR inh,MBNL1-CUG inh,Mito fusion act
CC(C)(C)c1ccc(C(=O)N2CCC3(CC2)NCCc2[nH]cnc23)cc1,-20,/,2%,-4%,/,2%,-5,-1%,1%,-7%,-1%
Cc1ccc(-c2cc(C(=O)OCn3nnc4ccccc4c3=O)c3ccccc3n2)cc1,8,9%,28%,/,-5%,1%,-5,-4%,?,-5%,-1%
O=C(CN1CCN(c2ccc(O)cc2)CC1)NC(c1ccccc1)c1ccccc1,8,-18%,-1%,1%,-28%,-1%,26,3%,0%,-9%,?
COc1cccc(/C=C/C(=O)OCC(=O)c2cc(C)n(CC3CCCO3)c2C)c1OC (configuration not stated),-1,-21%,2%,-1%,-9%,-7%,6,0%,?,-6%,0%
CC(C)N1C(=O)C(=O)N(CC(=O)N2c3ccccc3NC(=O)CC2C)C1=O (configuration not stated),1,/,-1%,/,/,-1%,1,-13%,2%,/,-5%
COc1ccc(N2CCN(CC(=O)Nc3sccc3C#N)CC2)cc1,16,25%,-4%,0%,-8%,2%,-9,7%,?,?,11%
Cc1c(/C=N/NC(=O)CNc2ccccc2)c2ccccn2c1C(=O)c1ccncc1,-6,8%,-2%,-2%,0%,2%,-5,-26%,19%,?,12%
c1cc(-c2nnc(-c3ccncc3)o2)ccn1,13,0%[11.7 µM],4%,3%,?,2%,-5,12%,0%,-5%,-1%
O=C(CCNC(=O)c1ccc([N+](=O)[O-])cc1)Nc1ccc(S(=O)(=O)N2CCOCC2)cc1,0,/,4%,/,/,0%,17,3%,0%,/,-5%
Cc1c(Nc2scc(-c3ccccc3)[n+]2-c2ccccc2)c(=O)n(-c2ccccc2)n1C,3,?,4%,0%,-3%,-1%,4,20%,?,-5%,10%
CCOc1ccc(-c2noc(CCC(=O)NCC3CCCO3)n2)cc1OC (configuration not stated),-2,-13%,3%,1%,/,1%,27,21%,1%,-2%,0%
O=C(Oc1ccc(C(=S)N2CCOCC2)cc1)c1ccc([N+](=O)[O-])cc1,-3,1%,2%,2%,0%,-2%,-5,1%,-1%,?,0%
CC(CCc1ccccc1)NC(=O)C1CCCN(c2nnc(-n3cccc3)s2)C1 (configuration not stated),10,1%,-4%,-2%,-15%,0%,-7,-4%,-4%,-8%,2%
COc1ccc(C=NCCC2(O)CC(C)N(C)CC2C)cc1 (configuration not stated),19,1%,9%,0%,-24%,2%,6,3%,10%,-2%,7%
CCOc1ccc(NC2C=CS(=O)(=O)C2)cc1 (configuration not stated),-3,-9%,-1%,0%,?,-1%,-9,-9%,6%,28%,-7%
N#Cc1ccccc1NC(=O)CNc1ccc(Cl)c(C(F)(F)F)c1,-3,20%,-3%,0%,5%,0%,-5,-9%,?,-13%,14%
CCN(CC(=O)NCc1cccs1)C(=O)/C=C/c1cccc(Br)c1,-5,/,-4%,/,/,0%,7,-4%,4%,/,7%
O=C(c1ccc(Cl)c(S(=O)(=O)N2CCCCCC2)c1)N1CCN(c2ccccn2)CC1,-9,-14%,0%,0%,-2%,-2%,3,-8%,19%,-5%,5%
CC(CCc1ccccc1)NC(=O)COC(=O)c1ccc(S(C)(=O)=O)c([N+](=O)[O-])c1 (configuration not stated),-47,6%,0%,10%,3%,1%,-6,-4%,?,/,4%
COc1ccc(C(=O)Nc2ccc(Cl)cc2C(=O)N2CCCC(C)C2)cc1OC (configuration not stated),2,-4%,-1%,0%,-1%,0%,8,-10%,0%,-10%,6%
Cc1ccccc1OCC(=O)Nc1ccncc1,-4,21%,0%,0%,0%,2%,0,-1%,-2%,-8%,0%
Oc1ccccc1N1CCN(C(=S)Nc2ccc(SC(F)F)cc2)CC1,-21,?,11%,-6%,-1%,-1%,8,1%,0%,-5%,3%
Cc1ccc(OCC(=O)n2nc(C)cc2C)c(C)c1,11,0%,-1%,0%,0%,3%,4,-8%,9%,1%,1%
Cc1cccc(C(=O)NC(=S)N2CCN(C)CC2)c1,35,/,3%,-7%,-2%,1%,6,12%,?,-9%,-10%
Cc1nn(CC(=O)O)c2ccccc12,11,-1%,6%,3%,11%,4%,23,4%,-12%,-1%,1%
CCOCC(=O)Nc1nc(C)cc(C)n1,1,2%,0%,/,-4%,5%,-15,8%,3%,14%[11.5 µM],7%
O=[N+]([O-])c1ccc(C2=NCCO2)cc1,-8,-15%,0%,-1%,-3%,4%,-6,-21%,4%,?,-3%
Cc1cc(Cl)ccc1NC(=S)NCCCO,-6,22%,6%,-1%,0%,3%,0,-8%,5%,7%,-2%
O=C(NC1CCCCC1)Oc1ccccc1,7,/,1%,0%,-4%,6%,18,9%,?,/,1%
CCN(CC(=O)Nc1sc2c(c1C#N)CCC(C)C2)Cc1nc2ccccc2c(=O)[nH]1 (configuration not stated),1,13%,-14%,0%,-5%,-1%,-11,1%,?,1%,-3%
O=C(CNC(=O)c1ccccc1F)Nc1ccc2c(c1)CCC2,-3,/,1%,/,/,1%,-5,-11%,4%,/,2%
COc1cccc(N(C(=O)c2snc(C(N)=O)c2N)C(C(=O)NCC2CCCO2)c2ccc3ncccc3c2)c1 (configuration not stated),-3,/,i,3%,/,0%,-6,-16%,-5%,5%,-4%
C=CCn1c(=O)[nH]c2nc3cc(N=CN(C)C)c(C)cc3nc2c1=O,1,/,24%,4%,-1%,?,8,-12%,2%,?,-3%
Cc1ccc(S(=O)(=O)/N=C2/C=C(C3C(=O)CC(C)(C)CC3=O)C(=O)c3ccccc32)cc1,4,2%,0%,0%,11%,-2%,3,-20%,?,?,2%
Cc1ccc(-c2nc(CN(C)Cc3ccc4nccnc4c3)c(C)o2)s1,-8,-3%,0%,1%,2%,1%,/,-9%,-6%,10%,-6%
N#Cc1ccccc1NC(=O)COC(=O)CSc1nc2ccccc2o1,5,-11%,4%,1%,1%,0%,-4,7%,3%,-7%,0%
Cn1c(SCc2ccc(Br)cc2)nc2c(c1=O)SCC2,-15,-12%,-16%,11%,13%,0%,-11,-3%,1%,-9%,6%
CC(C)(C)NC(=O)Cn1c(=O)oc2cc(S(=O)(=O)N3CCc4ccccc43)ccc21,-3,2%[11.7 µM],10%,2%,3%,0%,-1,-12%,8%,1%,2%
Cc1cc(NCc2ccco2)nc(N2CCC(C(=O)NC3CCCCC3)CC2)n1,-3,-15%,4%,1%,-6%,2%,6,2%,-16%,-4%,-6%
CCCc1ccc2oc(C(=O)N(C)Cc3nccs3)c(C)c2c1,16,/,-2%,-4%,1%,-4%,-14,-19%,?,-3%,-8%
COc1ccc(NC(=O)c2ccco2)c([N+](=O)[O-])c1,0,9%,-2%,1%,-4%,3%,52,3%,?,?,-3%
Cc1cc(C)n2nc(-c3cnn(C)c3C(F)(F)F)c(Cl)c2n1,-7,-5%,-3%,-4%,-2%,0%,11,5%,?,-12%,0%
Cn1c(-c2ccc(F)cc2)cnc1SCC(=O)N1CCCCC1,-5,-7%,2%,0%,-8%,-1%,1,-2%[15.4 µM],0%,7%,-1%
COC(=O)c1cc(Br)c(N)cc1OC,1,1%,4%,-1%,-5%,-1%,1,-12%,-5%,1%,5%
O=C(CSc1nc2ccccc2o1)N/N=C/c1ccco1,-2,8%,-2%,1%,/,1%,19,-2%,-9%,15%,-3%
Cc1ccc(OCCCCN2CCCC(C)C2)c([N+](=O)[O-])c1 (configuration not stated),-5,-4%,-1%,0%,-1%,0%,24,2%,-3%,10%,?
O=C(CCc1ccccc1)NC(=S)Nc1ccccc1[N+](=O)[O-],19,?,-5%,3%,-5%,0%,4,8%,-2%,?,-9%
Cc1cc(NC(=O)C(C)SCC(=O)Nc2cc(Cl)ccc2N2CCN(C)CC2)no1 (configuration not stated),-5,/,3%,/,/,2%,3,20%,-3%,/,-5%
COc1ccc(Br)cc1CNC(=O)C1CCN(S(=O)(=O)N2CCCCC2)CC1,27,-6%,3%,1%,-4%,0%,1,-5%,-1%,1%,3%
